High-throughput results: PubChem, The Scripps Research Institute Molecular Screening Center
OXTR potentiate: potentiators of human oxytocin receptor. P30559. CHO-OTR cells, Fluo-8 calcium fluorescence, potentiator mode; 0% = oxytocin EC15, 100% = EC100. activation, % at 3 µM. actives 0.061% (n = 320,000);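 active = activation above that plate's cutoff, the mean activation of tested compounds plus 3 SD, cut at about 6.6% in these data, passing the limit was not always enough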;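 also: 100% uses oxytocin at 75 nM as the full agonist control; some results filed as inactive read as strong as hits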
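Material: CHO-OTR cells, human receptor; compound dosing: single dose, 3.0 µM nominal final compound concentration; schedule: 6 min compound pre-incubation at room temperature, 100 s kinetic read; measured by: kinetic Fluo-8 calcium fluorescence; read-out basis: % activation vs EC15 and EC100 oxytocin; controls: EC15 oxytocin alone as 0%, 75 nM oxytocin as 100%; replicates: singlicate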
V1aR counter: counter-screen for oxytocin receptor agonists: human V1a receptor agonists; AID 2797; CHO-V1R cells, Fluo-8 calcium fluorescence, agonist mode; 0% DMSO, 100% 3 nM vasopressin; P37288; actives 0.25% (n = 320,000); activation, % at 3 µM;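 active = activation above the mean activation of all tested compounds plus 3 SD, per screening run, cut at about 20% in these data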;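 also: signal is peak over basal fluorescence ratio across a 100 second FLIPR read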
Target sequence (P37288 whole entry, looked up): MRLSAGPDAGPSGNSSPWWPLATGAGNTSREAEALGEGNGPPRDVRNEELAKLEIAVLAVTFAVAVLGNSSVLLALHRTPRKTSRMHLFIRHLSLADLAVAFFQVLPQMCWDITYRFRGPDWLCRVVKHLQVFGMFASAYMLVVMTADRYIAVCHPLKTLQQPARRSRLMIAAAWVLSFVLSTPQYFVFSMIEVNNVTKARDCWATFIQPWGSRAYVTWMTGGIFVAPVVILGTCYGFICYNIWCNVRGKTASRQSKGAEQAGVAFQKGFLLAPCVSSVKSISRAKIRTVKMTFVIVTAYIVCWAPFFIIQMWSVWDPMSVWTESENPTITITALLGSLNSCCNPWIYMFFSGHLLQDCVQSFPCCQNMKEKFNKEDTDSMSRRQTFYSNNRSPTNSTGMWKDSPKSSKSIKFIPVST
GPR7 antag: antagonists of human GPR7 (neuropeptides B/W receptor 1); P48145; GPR7-expressing cells, fluorescence antagonist assay; inhibition, % at 4.4 µM; actives 1.1% (n = 290,000); AID 1861; in the data active = inhibition above about 16%, passing the limit was not always enough;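 also: cells stimulated with the agonist NPW; 0% = agonist with vehicle and 100% = vehicle without agonist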
Target sequence (P48145 whole entry, looked up): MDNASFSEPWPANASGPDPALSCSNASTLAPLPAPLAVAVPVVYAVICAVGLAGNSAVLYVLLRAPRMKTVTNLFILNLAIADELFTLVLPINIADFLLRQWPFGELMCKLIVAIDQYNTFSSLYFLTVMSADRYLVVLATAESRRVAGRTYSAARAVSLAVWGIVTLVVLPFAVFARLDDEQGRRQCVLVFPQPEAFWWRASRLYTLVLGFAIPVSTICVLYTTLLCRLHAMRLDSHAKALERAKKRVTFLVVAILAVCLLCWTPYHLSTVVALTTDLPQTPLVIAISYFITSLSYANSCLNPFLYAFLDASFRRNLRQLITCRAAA
CHO-K1 Ca PAM: nonselective activator or artifact in parental CHO-K1 calcium assay | ATP EC20, Fluo-8 calcium fluorescence; 0% at ATP EC20, 100% at ATP max | activation, % at 3 µM | actives 0.02% (n = 360,000) | AID 602247;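 active = activation above the run cutoff, the mean activation of all test compounds plus 3 SD, cut at about 40% in these data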;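 also: peak over basal fluorescence ratio in a 140 s read after ATP addition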
M1 ag parental: nonselective activator or artifact in parental CHO-K1 cells. Fluo-8 calcium fluorescence; scaled to maximal ATP response, vehicle zero. activation, % at 3 µM. actives 0.48% (n = 360,000). AID 602248; in the data active = activation above about 15%;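 also: untransfected CHO-K1 host cells lacking M1 receptor as counterscreen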
CHO-K1 Ca antag: M1 antagonist counterscreen hit in parental CHO-K1 cells; ATP-induced calcium, Fluo-8 fluorescence; inhibition, % at 3 µM; actives 0.6% (n = 360,000); AID 602250;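 active = inhibition above a per-plate cutoff, the plate's mean sample inhibition plus 3 SD, cut at about 24% in these data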;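 also: 0% = DMSO plus EC80 ATP and 100% = DMSO alone without ATP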
OXTR ag: agonists of human oxytocin receptor; AID 2435; P30559; CHO-OTR cells, Fluo-8 calcium fluorescence; normalized: DMSO 0%, oxytocin 100%; activation, % at 3 µM; actives 0.32% (n = 320,000);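 active = activation above the mean of all tested compounds plus 3 SD, cutoff set per screening run, cut at about 20% in these data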;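 also: peak over basal fluorescence ratio from a 100 s FLIPR kinetic read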
CHO parental Ca: counter-screen: ATP calcium response change in parental CHO cells; inhibition, % at 5.6 µM; parental CHO-K1, ATP-induced calcium, Fluo-8 fluorescence; AID 463079; actives 0.63% (n = 330,000);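 active = inhibition above that plate's mean sample inhibition plus 3 SD, cut at about 26% in these data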;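 also: 0% = ATP-challenged DMSO wells and 100% = DMSO wells without ATP; some compounds past the cut are filed as inactive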
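Assay system – parental CHO cells · Reagent – ATP stimulus · Detection – intracellular calcium via Fluo-8 no-wash fluorescent dye · Evaluation – percent inhibition of ATP-evoked calcium rise, normalized to controls · Controls – ATP wells versus no-ATP DMSO wells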
TAAR1 antag: human TAAR1 antagonism. Q96RJ0. CHO RD-HGA16 TAAR1, Fluo-8 calcium fluorescence, antagonist. inhibition, % at 3 µM. actives 1.5% (n = 360,000). AID 624466;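 active = inhibition above a per-plate cutoff, the mean inhibition of test compounds on that plate plus 3 SD, cut at about 49% in these data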;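 also: 0% = DMSO plus EC80 beta-PEA response and 100% = DMSO alone without agonist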
Target sequence (Q96RJ0 whole entry, looked up): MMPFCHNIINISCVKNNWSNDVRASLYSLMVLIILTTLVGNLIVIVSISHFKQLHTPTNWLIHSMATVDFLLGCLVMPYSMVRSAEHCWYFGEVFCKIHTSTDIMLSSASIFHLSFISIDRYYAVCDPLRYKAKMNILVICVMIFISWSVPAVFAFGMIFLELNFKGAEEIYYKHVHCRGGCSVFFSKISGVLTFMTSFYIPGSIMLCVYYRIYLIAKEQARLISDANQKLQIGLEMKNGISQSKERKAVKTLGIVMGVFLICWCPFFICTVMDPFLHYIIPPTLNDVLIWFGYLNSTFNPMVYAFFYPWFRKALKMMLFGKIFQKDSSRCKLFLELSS
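Test system – hTAAR1-expressing CHO RD-HGA16 cells, Gα16-coupled · Also added – β-PEA at EC80 concentration, post-compound challenge · Compound – 3 µM, single point · Incubation – dye loading 75 min at 37 °C, then 30 min room temperature · Measured by – Fluo-8 intracellular calcium dye fluorescence, real-time kinetic reads · Benchmarks – vehicle and agonist controls · Replicates – singlicate, one well per test compound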
The depositor's hits bear a star; . = no result given.

SMILES	OXTR potentiate	V1aR counter	GPR7 antag	CHO-K1 Ca PAM	M1 ag parental	CHO-K1 Ca antag	OXTR ag	CHO parental Ca	TAAR1 antag
O=C(O)CNC(=O)c1ccc(Oc2c(F)c(F)c(Oc3ccc(C(=O)NCC(=O)O)cc3)c(F)c2F)cc1	-6	0.0	3	-13	0.3	-5	0.1	1	-6
Cc1cc(C(=O)OCC(=O)c2ccc(Br)s2)no1	-3	-0.4	-8	-9	-0.1	-6	-0.1	-10	.
COC(=O)CSc1nc(-c2ccccc2)cc(-c2ccco2)c1C#N	-7	-0.3	-8	-1	0.7	23	-1.5	-24	40
O=C1/C(=C\c2ccccc2)SC(=S)N1CCC(=O)N1CCCCC1CCO (stereo not drawn)	-14	7.0	4	-10	10	-9	6.0	-26	26
CCOC(=O)c1cn2nc(N3CCCCC3)ccc2n1	2	0.4	-6	7	0.5	-4	0.1	-23	-23
CC(=O)c1ccc(NC(=S)N2CCC(O)CC2)cc1	0	-0.3	2	24	-0.1	-13	0.1	0	-15
O=S(=O)(c1ccccc1)N1CCN(c2ccnc3cc(Cl)ccc23)CC1	-29	5.8	11	-1	6.2	1	6.5	89*	39
Cc1ccc(C(=O)n2cnc3ccccc32)cc1C	-8	-0.6	6	4	-0.6	-5	-0.1	-1	-5
O=C(CCC1CCCCC1)NCc1cccs1	-5	-0.8	-5	9	-0.2	-13	-2.3	5	-16
COCCNC(=O)CSc1nc(N)c(NC(=O)c2ccccc2F)c(=O)[nH]1	-2	0.8	-1	-15	-0.2	24*	1.1	-4	-14
O=C(c1ccco1)N1N=C(c2cccs2)CC1c1cc([N+](=O)[O-])ccc1O (stereo not drawn)	-12	3.6	-15	11	3.7	-10	1.4	-18	-10
CCOC(=O)c1c(C)n(-c2ccccc2)c2ccc(O)c(CN(C)C)c12	-14	1.5	1	25	3.3	-10	2.1	-9	15
CCCc1cc(=O)[nH]c(N/N=C/C=C\c2ccccc2)n1	-5	-0.1	-11	12	0.0	-5	-0.8	-2	-12
N#CC(Cc1cc2ccccc2n1S(=O)(=O)c1ccccc1)OCc1ccccc1 (stereo not drawn)	.	.	.	4	2.0	-2	.	-2	-12
CN1CCN(c2ccc(-c3ccnn3C(=O)Nc3ccccc3)cc2)CC1	4	1.1	5	11	0.3	-7	1.3	0	0

3 entries drawn at random from the list so far, as already listed:
SMILES	OXTR potentiate	V1aR counter	GPR7 antag	CHO-K1 Ca PAM	M1 ag parental	CHO-K1 Ca antag	OXTR ag	CHO parental Ca	TAAR1 antag
O=S(=O)(c1ccccc1)N1CCN(c2ccnc3cc(Cl)ccc23)CC1	-29	5.8	11	-1	6.2	1	6.5	89*	39
CC(=O)c1ccc(NC(=S)N2CCC(O)CC2)cc1	0	-0.3	2	24	-0.1	-13	0.1	0	-15
COC(=O)CSc1nc(-c2ccccc2)cc(-c2ccco2)c1C#N	-7	-0.3	-8	-1	0.7	23	-1.5	-24	40

The list continues.
SMILES	OXTR potentiate	V1aR counter	GPR7 antag	CHO-K1 Ca PAM	M1 ag parental	CHO-K1 Ca antag	OXTR ag	CHO parental Ca	TAAR1 antag
Cc1nonc1-c1csc(N)n1	0	1.5	-4	15	1.2	-13	0.7	3	-16
Cc1cc(C)c(S(=O)(=O)N2CCCC(C(=O)NCc3ccccn3)C2)c(C)c1 (stereo not drawn)	-9	3.8	11	-7	1.7	-8	1.2	-18	8
CCN(c1ccc(OC)cc1)c1ncnc2nc[nH]c12	-4	0.9	-8	-5	0.1	2	-0.4	9	-18
O=C1OC2(c3ccccc31)c1ccccc1-c1ccccc12	.	.	.	13	-0.2	-19	.	.	-40
O=C(Cn1nnc(-c2ccc(CN3CCOCC3)cc2)n1)N1CCCc2ccccc21	-5	1.2	-2	-4	0.7	9	1.3	-6	1
Cc1c(OCC(=O)C(C)(C)C)ccc2c(-c3ccccc3)cc(=O)oc12	-10	0.2	-27	-2	0.1	-7	-1.5	0	8
O=c1cc(N2CCN(Cc3ccccc3)CC2)[nH]c(=O)n1-c1cccc(C(F)(F)F)c1	-4	1.2	-14	9	0.5	-9	0.1	-8	-3
Cc1ccc(NC(=S)N2CCC(c3ccc(C)cc3)C2)cc1 (stereo not drawn)	11	0.1	-6	9	1.2	-5	-0.9	-20	-23
CCc1ccc(NC(=O)CSc2nc(N)c(NC(=O)c3ccc(F)c(F)c3)c(=O)[nH]2)cc1	1	3.0	3	20	1.2	-6	1.7	-7	-21
O=C(CCC(=O)N1CCN(c2ccc(F)cc2)CC1)c1ccccc1	-2	2.7	-2	0	1.2	-7	1.2	-4	-2
COc1ccc(C(C)NCCC(c2ccc(OC(C)C)cc2)c2ccccc2OC)cc1 (stereo not drawn)	.	.	23	3	12	12	.	.	8
COc1ccccc1CNC(=O)COc1ccc2c(c1)CCC2	-26	-1.6	5	19	0.5	-26	-2.5	-9	-3
O=C(c1ccccc1)c1nnc(-c2ccccc2F)o1	-12	-0.5	-4	11	0.3	-5	-1.9	-20	-7
NCCCC[C@H]1CNC(=S)N1CC1(c2ccccc2)CC1	2	1.0	.	0	0.0	-6	0.7	3	-8
CCCS(=O)(=O)N1CCC(C(=O)NCCN(C)Cc2ccccc2)CC1	3	0.2	-3	21	0.4	-1	1.1	-9	-8
CCN(CC)c1ccc(/C=C2\CCC(/C=N/NC(=O)c3ccc(=O)n(C)c3)=C2N2CCOCC2)cc1	-13	16	-7	-1	5.6	-8	13	-3	41
CCc1nnc2c3cnn(-c4ccccc4)c3ncn12	-6	-0.4	21	17	1.3	0	-1.7	-22	-5
Nc1nnc(SCC(=O)c2ccc3ccccc3c2)s1	-3	2.2	-7	.	.	.	1.2	-7	8
O=C(c1ccc(NC(=O)C2(c3ccccc3)CCOCC2)cc1)N1CCOCC1	-8	1.2	0	1	-0.3	7	0.1	-3	-9
Cc1cc2n(n1)C(c1ccc3c(c1)OCO3)Nc1c(C)cccc1-2 (stereo not drawn)	-1	-1.1	-15	11	-0.3	-6	-2.2	-29	-12
COc1cccc(C2=NOC(C(=O)NCc3cccnc3)C2)c1 (stereo not drawn)	-5	0.1	-5	2	2.7	-7	0.8	-1	-9
Cc1ccc(-c2nc(CSCC(=O)NCCN3CCN(Cc4ccccc4)CC3)c(C)o2)cc1	-19	10	8	-5	4.2	15	13	15	4
Nc1c(-c2ccccc2)cnn1-c1cccc(C(F)(F)F)c1	1	-1.3	1	9	-0.3	13	-2.5	-4	6
Cc1ccc(CNC(=O)CNS(=O)(=O)c2ccc(Br)s2)cc1	-12	2.4	12	10	3.7	-17	-0.5	-3	6
CN(C)C(CNC(=O)C1CC(=O)N(Cc2ccccc2)C1)c1ccccc1 (stereo not drawn)	-5	0.1	.	22	1.4	-12	0.3	-1	4
CCNC(=O)CC1SC(=Nc2ccc(C)c([N+](=O)[O-])c2)N(C)C1=O (stereo not drawn)	-9	1.1	.	11	0.6	-3	1.2	-9	-43
O=C(c1ccc(Br)o1)N1CCN(c2ccc(F)cc2)CC1	0	-0.5	6	0	-0.1	-1	-1.6	-4	-20
Cc1ccc(O)c(CNCCNCc2cc(C)ccc2O)c1	-6	3.8	.	23	3.5	-7	4.5	-14	9
O=C1C2CCCCC2C(=O)N1c1cccc(OS(=O)(=O)c2ccccc2)c1 (stereo not drawn)	-4	4.1	-13	11	2.3	-9	4.9	-14	9
Cc1cccc(NCc2cc(Cl)ccc2O)n1	1	-1.0	15	19	0.2	-13	-2.1	-13	-2
CCc1cc2c(C)cc(=O)oc2cc1OC(=O)C1CCCN1C(=O)OC(C)(C)C (stereo not drawn)	-2	-1.2	-22	.	.	.	-1.9	-22	.
CCOC(=O)N1CCN(C(=O)CCNS(=O)(=O)c2cc(Br)cnc2N)CC1	-18	0.1	-4	18	0.1	-18	-0.4	-4	-9
COCCCNC(=O)CSc1nc2ccccc2c(=O)n1Cc1ccc2c(c1)OCO2	-6	-0.7	-14	7	0.7	-6	-1.1	12	-11
Cc1noc(C)c1S(=O)(=O)N(C)C[C@H]1Oc2c(NC(=O)C3CCCCC3)cccc2C(=O)N([C@H](C)CO)C[C@@H]1C	0	0.7	.	21	0.0	-13	0.4	-20	-12
CC(=O)c1cc(C(c2csc(C(C)=O)c2)c2csc(C(C)=O)c2)cs1	-5	0.1	13	6	0.2	-12	-0.2	-18	-3
O=C(CCCN1C(=O)c2cccnc2C1=O)N1CC(=O)N(CCc2ccccc2)C(=O)C1	-6	1.6	-11	-1	0.7	1	3.4	-10	18
CCOC(=O)C1CCCN(C(=O)c2ccc3ncsc3c2)C1 (stereo not drawn)	-8	1.8	.	0	-0.1	-1	-0.4	-2	6
COC(=O)c1ccc(/C=C/c2ccc3cccc(OC)c3n2)cc1	-5	0.5	-14	-13	0.7	15	-2.1	-22	-4
O=C(COC(=O)/C=C/c1cccc(Cl)c1)NCCc1ccc(Cl)cc1Cl	-5	-0.4	-5	17	1.0	-11	0.1	-10	-4
Cc1ccccc1-c1nnn(CC(=O)N2CCN(C(=O)c3ccco3)CC2)n1	-2	-0.2	.	12	1.0	3	-0.8	-1	-4
COC(=O)[C@]1(Cc2ccccc2)N[C@H](c2ccc(-c3ccccc3)cc2)[C@@H]2C(=O)N(C)C(=O)[C@@H]21	-8	2.8	.	14	2.3	-12	3.3	-10	16
COc1ccc(NC(=O)c2cc(C3CCCCN3S(=O)(=O)c3ccccc3)on2)c(C)c1 (stereo not drawn)	.	.	.	-7	0.5	-1	.	.	-8
Cc1cccc(-c2nc(S(=O)(=O)c3ccccc3)c(N3CCOCC3)o2)c1	2	0.5	-9	-8	0.4	-20	-1.2	-22	11
Cc1ccc(OCCCC(=O)Nc2ccc3c(c2)OCCO3)cc1	-2	1.7	.	17	2.0	-18	-0.6	-10	-10
Cc1cc(N(C)C)cc(C)[n+]1[O-]	8	1.9	-5	16	0.5	-13	1.0	-6	2
COc1ccc(NC(=O)Nc2cc(F)ccc2C)cc1	-13	1.7	-7	10	3.3	-9	0.4	4	17
CCc1ccc(NC(=O)CSc2ccc(-c3sc(C)nc3C)nn2)cc1	-14	6.2	31*	10	8.4	2	5.1	-12	22
O=C(CCCCCl)Nc1c2c(nc3ccccc13)CCC2	-1	-0.5	-12	22	0.3	-13	-0.8	-13	2
S=C(NCCc1ccccn1)Nc1cccc(Cl)c1	-7	1.5	11	-12	0.7	15	-0.2	-11	18
Nc1nc(NCc2ccc(Cl)cc2)nc(NCCO)c1[N+](=O)[O-]	2	2.6	-15	-20	2.9	3	1.1	-25	-30
COc1ccccc1N1CCN(/N=C/c2ccc(O)c(O)c2)CC1	-20	-0.9	1	.	.	.	-0.8	-19	5
